# High-throughput results: PubChem, National Center for Advancing Translational Sciences (NCATS)
# EPAC2 antagonist = qHTS for Antagonist of cAMP-regulated guanine nucleotide exchange factor 2 (EPAC2): primary screen; Rap guanine nucleotide exchange factor 4 (Homo sapiens), Q8WZA2; EPAC2 GEF exchange of Rap1B-BODIPY-GDP, fluorescence; Potency, µM (titrated, usually from 114 µM), for inactives: at the highest dose activity, negative = inhibition, most hits filed as inhibitors; 360,000 tested, 0.18% active; also: potency is read from the fitted curve at half-maximal effect; % is scaled to controls: 0 for no effect and ±100 for the full control effect; nearly all actives have a fitted effect of over 45% in size; many of its hits are not listed in these tables
# FUS yeast rescue = qHTS for Suppressors of FUS Proteinopathy: Primary screen using FUS-linked yeast assay; S. cerevisiae FUS-expressing, growth rescue, OD600, 24 h; Potency, µM (top dose mostly 76.6 µM), for inactives: at the highest dose growth rescue (activation), hits mostly activators; 390,000 tested, 0.24% active; AID 1347120, 2019;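 also: potency is read from the fitted curve at half-maximal effect; plate controls were DMSO vehicle for no effect and reference control for full effect; nearly all actives have a fitted effect of over 55% in size; some results filed as inactive show a strong effect at the top dose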
#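 Absorbance at 600 nm, taken 24hr after compound addition, measured rescue of FUS-yeast growth at 30C. Induction used 2% galactose with seeding at OD 0.005. Controls: CP55940 from 92uM final, DMSO only.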
# EPAC2 agonist = qHTS for Agonist of cAMP-regulated guanine nucleotide exchange factor 4 (EPAC2): primary screen. 360,000 tested, 0.079% active. EPAC2 activation, biochemical qHTS; response scale: 100% = 6.5 mM cAMP response. Potency, µM (top dose mostly 154 µM), for the others: at the top dose activation, usual class: activators. Rap guanine nucleotide exchange factor 4 (Homo sapiens), Q8WZA2; also: potency is read from the fitted curve at half-maximal effect; nearly all actives have a fitted effect of over 50% in size
#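 In this primary screen, activation is scored as increased exchange of BODIPY-GDP from Rap1B by 100 nM EPAC2, with 50 uM GDP as competitor. Signal is normalized to the 6.5 mM cAMP agonist control.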
# D3 ag = qHTS of D3 Dopamine Receptor Agonist: qHTS. D3R DiscoveRx beta-arrestin cells, luminescence, 90 min. D(3) dopamine receptor (Homo sapiens), P35462. 410,000 tested, 0.58% active. max activation, %; in the data active = max activation above about 30%; also: 0% is about no effect; mostly tested at two doses, the higher about 12 µM
# Target sequence (P35462 whole entry, looked up): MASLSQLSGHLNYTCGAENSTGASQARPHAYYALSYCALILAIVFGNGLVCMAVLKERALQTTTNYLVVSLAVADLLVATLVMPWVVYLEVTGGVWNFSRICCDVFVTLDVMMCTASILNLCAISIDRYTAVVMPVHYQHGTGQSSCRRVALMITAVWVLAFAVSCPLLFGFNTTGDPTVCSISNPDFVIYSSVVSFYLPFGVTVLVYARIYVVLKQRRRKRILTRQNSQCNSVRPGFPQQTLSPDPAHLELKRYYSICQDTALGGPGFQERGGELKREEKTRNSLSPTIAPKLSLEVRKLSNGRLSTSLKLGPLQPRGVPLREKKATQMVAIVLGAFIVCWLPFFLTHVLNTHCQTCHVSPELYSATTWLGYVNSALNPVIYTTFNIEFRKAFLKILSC
#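 Agonist-mode cell screen: cells plated at 1500/well and incubated overnight at 37 °C, then exposed to library compounds for 90 min at 37 °C. Detection reagent was added for 30–60 min at room temperature, and luminescence was read.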
# aSyn rescue = qHTS of alpha-syn Inhibitors; 370,000 tested, 0.14% active; Yeast expressing alpha-synuclein, growth rescue, BacTiter-Glo, 24 h; AID 652106, 2013; Potency, µM (doses to about 46.1 µM), for inactives: at the highest dose growth rescue (activation), actives largely listed as activators; also: potency is read from the fitted curve at half-maximal effect; % of control where 0% means no effect; nearly all actives have a fitted effect of over 65% in size
#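 Galactose-induced alpha-syn yeast (OD600=0.02, raffinose-pregrown) + pinned cpd, 24 hr, 30 deg C; growth by BacTiter-Glo luminescence. Growth restoration scores as activation.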
# TDP43 rescue = qHTS of TDP-43 Inhibitors; TDP-43 expressing yeast growth rescue, BacTiter-Glo, 24 h; AID 652104, 2013; Potency, µM (highest dose often 46.1 µM), without a hit: at the highest dose growth rescue (activation), actives largely listed as activators; 410,000 tested, 1.8% active; also: potency is read from the fitted curve at half-maximal effect; % of control where 0% means no effect; nearly all actives have a fitted effect of over 50% in size
#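 Galactose-induced TDP-43 yeast, OD600=0.02, compound pinned; 24 hr, 30 deg C; BacTiter-Glo luminescence for growth. Inhibitors of TDP-43 toxicity read as activators.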
# DRD3 antagonist = qHTS of D3 Dopamine Receptor Antagonist: qHTS | 360,000 tested, 2.5% active | AID 652054, 2013 | max response, negative = inhibition, % | D3R cells, DiscoveRx beta-arrestin luminescence, antagonist mode; active compounds read low | D(3) dopamine receptor (Homo sapiens), P35462; in the data active = max response below about -50%; inconclusive = no clear call, values can overlap the other calls; also: % is scaled to controls: 0 for no effect and ±100 for the full control effect; mostly tested at two doses, the higher about 12 µM
#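 Cells expressing the human receptor were seeded at 1500 cells/well, incubated overnight at 37 degrees C in 5% CO2, then exposed to library compounds with dopamine controls for 90 minutes at 37 degrees C before luminescent detection.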
# Abeta rescue = qHTS for compounds that reverse cellular toxicity of Amyloid beta (A-beta) peptide in yeast: Primary Screen. 410,000 tested, 0.063% active. Potency, µM (titrated, usually from 46.1 µM), inactives show at the top dose growth rescue, hits mostly activators. yeast expressing A-beta42, growth rescue, OD600, 48 h; response scale: 0% DMSO, 100% iron-clioquinol control; also: potency is read from the fitted curve at half-maximal effect; nearly all actives have a fitted effect of over 55% in size
#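 Yeast A-beta toxicity model in growth medium with pinned compounds, 48 h at 30 C; growth read as absorbance at 600 nm. Normalized to FeCl3/clioquinol equimolar mix (positive) and DMSO (negative).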
# * marks the source's active call; other numbers are inactive results; ? = inconclusive; . = not tested or not shown; [ ] = dose if it differs, or a comment. Unless noted, calls follow the shape of the dose curve; as a rule, active = well fitted curve in the direction sought with a large enough effect; inconclusive = small, poorly fitted or top-dose-only effect, or another doubt; inactive = no such curve, though single readings can be large; an effect the other way counts as inactive or inconclusive. Not all compounds are listed; the hit share may differ from the screen's.
SMILES,EPAC2 antagonist,FUS yeast rescue,EPAC2 agonist,D3 ag,aSyn rescue,TDP43 rescue,DRD3 antagonist,Abeta rescue
CCc1noc(C)c1C(=O)NNC(=O)c1nn(C)c(=O)c2ccccc12,6%,-13%,10%,0,-7%,0%,-19,-13%
CCNS(=O)(=O)c1ccc(CCC(=O)Nc2ccccc2)cc1,6%,6%,3%,19,-2%,-12%,3,9%
CCCN1CCN(CC2=C(C(=O)OCC)C(c3ccc(Cl)cc3)NC(=O)N2)CC1 (stereo not given),.,0%,.,-19,.,-7%,.,-11%
COc1cc(C#Cc2ccc3cc(CCO)oc(=O)c3c2)cc(OC)c1,-24%,-9%,?,23,0%,25%,55,-12%
CCOC(=O)c1cc(-c2csc(-c3cccc(Cl)c3)n2)on1,2%,-5%,4%,-5,-7%,6%,-4,-1%
O=C(Nc1ccc(F)cc1)c1ccc2snnc2c1,1%,15%,18%,-2,9%,15%,3,-25%
CC(=O)N1CCCc2cc(S(=O)(=O)N(C)CC(=O)Nc3cccc(Cl)c3C)ccc21,.,15%,.,2,.,22%,.,3%
Cc1ccc(S(=O)(=O)N(CC(=O)N/N=C/c2cccc(Cl)c2)c2cccc3cccnc23)cc1,-1%,9%,5%,-4,2%,5%,23,2%
COc1cccc(CN(C)C(=O)CSCC(=O)Nc2cccc(C)c2)c1OC,-8%,20%,0%,2,-2%,11%,-14,-1%
COc1ccc(OCc2cc(C(=O)NC(C)Cc3cnccn3)no2)c(Cl)c1 (stereo not given),5%,11%,-3%,13,-3%,18%,-19,-22%
OCC(O)/C=N/Nc1nc(Nc2ccccc2)nc(Nc2ccccc2)n1 (stereo not given),-4%,46%,4%,-12,-3%,-5%,-9,15%
O=C(NC1CC2CCCC(C1)N2C(=O)Nc1cccc(F)c1)C1CC1 (stereo not given),-6%,-1%,5%,-5,0%,-18%,-8,-13%
Cc1ccc(N(C)C(=O)C2CCN(S(=O)(=O)c3cn(C)cn3)CC2)cc1,.,15%,.,-7,.,0%,.,-16%
Cc1ccc(C(=O)N2N=C(c3ccccc3O)CC2c2ccccc2)cc1 (stereo not given),-22%,-1%,17%,13,-17%,2%,4,0%
CC(=O)Nc1ccc(C(=O)N2CCCC(c3cc(C(=O)NCc4ccccc4)no3)C2)cc1 (stereo not given),9%,3%,8%,-8,-2%,?,0,-12%
CCCCn1c(=O)c2oc3ccccc3c2n(CC(=O)Nc2ccc(CC)cc2)c1=O,.,8%,.,13,.,21%,.,2%
CCCCOc1ccc(CNC(=O)c2ccc(-c3nc(CN4CCc5ccccc54)c(C)o3)cc2)cc1,.,5%,.,0,2%,10%,.,-13%
CC1(NC(=O)c2ccccc2)CCN(CCc2cccs2)C1=O (stereo not given),10%,-29%,6%,6,2%,25%,18,2%
CN1CCc2c(sc3nc(SCC(=O)N4CCOCC4)n(-c4ccc(Cl)cc4)c(=O)c23)C1,-11%,?,-6%,1,2%,-13%,1,8%
COc1cc2c(cc1OC)C(C)N(C(=O)[C@@H](NC(=O)c1ccccc1)C(C)C)CC2 (stereo not given in full),10%,7%,-4%,-2,-2%,0%,14,-28%
O=C(O)c1ccc(N=C2SCC(=O)N2Cc2ccccc2)cc1,15%,38%,-7%,7,25%,?,-9,-5%
O=C1c2ccccc2-c2c1c1ccccc1c(=O)n2CCO,-8%,.,5%,5,25%,?,1,0%
O=C1CCCC/C1=C\Nc1ccccc1C(=O)O,-4%,11%,9%,5,1%,6%,2,29%
Cn1nc([N+](=O)[O-])nc1Sc1nnnn1-c1ccc(C(=O)O)cc1,12%,27%,-2%,1,-4%,0%[9.22 µM],0,-10%
S=C(NCc1ccncc1)Nc1ccc(Cl)cc1Cl,-3%,15%,9%,3,-2%,11%,14,-16%
S=C(NCc1ccco1)N/N=C/c1ccccc1Cl,0%,-16%,-4%,-3,4%,?,-12,17%
COc1ccc(S(=O)(=O)N(CCc2ccccc2)CC(=O)Nc2ccc(C)c(C)c2)cc1OC,.,?,.,-13,.,15%,.,-6%
Cc1cc(NC(=O)CCCn2ccc([N+](=O)[O-])n2)n(Cc2ccc(F)cc2)n1,-6%,6%,-1%,1,0%,13%[9.22 µM],10,5%
CN(C(=O)COC(=O)CCC1CCCCC1)c1c(N)n(Cc2ccccc2)c(=O)[nH]c1=O,-5%,-14%,-5%,2,-5%,0%,17,-4%
COc1cc(OC)c(C(=O)N(CCc2ccccc2)Cc2ccccc2)cc1OC,-12%,.,2%,11,4%,12%,14,-10%
COc1cc(N=c2oc3c(C)ncc(CO)c3cc2C(N)=O)cc(OC)c1OC,-2%,7%,-13%,2,8%,14%,6,-6%
CCN1C(=O)C(=O)N(CC(=O)Nc2ccccc2OC(F)F)C1=O,0%,-28%,8%,0,1%,1%,9,-8%
C[C@H]1CN([C@@H](C)CO)C(=O)CCCn2nncc2CO[C@@H]1CN(C)Cc1ccccc1C(F)(F)F,-15%,-14%,8%,2,?,5%,16,0%
Cn1nnnc1Sc1ncnc2scc(-c3ccc(C#N)cc3)c12,-7%,-12%,-3%,.,.,.,.,-1%
COCCNC(=O)C(c1ccc(C)cc1)N(C(=O)CCC(=O)Nc1ccccn1)c1cccc(C)c1 (stereo not given),-2%,37%,10%,-12,-4%,-10%,-19,3%
CCc1noc(C)c1C(=O)Nc1cccc(S(=O)(=O)N2CCCCCC2)c1,-8%,11%,3%,4,0%,22%,12,7%
CC(=O)N1C(Nc2ccc(Cl)cc2)CCN1c1ccccc1 (stereo not given),-2%,22%,-12%,-2,-7%,6%,-4,15%
O=C(C1COc2ccccc2O1)N1CCN(c2ccc(C(F)(F)F)cn2)CC1 (stereo not given),-13%,.,7%,5,13%,25%,-9,?
CCCCCCc1nc(C(N)=O)c2[nH]c(=O)n(-c3ccccc3F)c2n1,-7%,-3%,2%,-4,-12%,-7%,2,-12%
O=C(Cn1c(=O)oc2ccccc21)N1CCN(S(=O)(=O)c2ccccc2)CC1,5%,-6%,-1%,-4,5%,-18%,8,-7%
COc1ccc([C@@H]2C(C#N)=C(N)S[C@@H](c3ccccc3)[C@@H]2[N+](=O)[O-])cc1,-12%,.,27%,-4,0%,10%,-15,21%
O=C(CCCN=C1NS(=O)(=O)c2ccccc21)OCc1cc([N+](=O)[O-])cc2c1OCOC2,-6%,7%,-2%,-1,8%,13%,12,.
NCCCNC(=O)c1ccc(/C=N/O)nc1,-5%,-6%,9%,6,-7%,-15%,0,-18%
CC(C)(C)c1ccc(C(=O)O[C@H]2[C@H](Cc3ccccc3)NS(=O)(=O)[C@H]3C[C@@H]4C=C[C@]23O4)cc1,-9%,?,7%,-11,10%,-8%,2,3%
COc1ccc(S(=O)(=O)Nc2ccc(C)cc2)cc1N(C)S(=O)(=O)c1ccc(Cl)cc1,-14%,3%,28%,-11,13%,-11%,?,-7%
CC(=O)c1sc(-c2ccccc2)cc1NS(=O)(=O)c1ccccc1,3%,0%,5%,6,-9%,-14%,12,6%
O=C(NCc1ccncc1)c1ccc(Cn2cc(C(F)(F)F)ccc2=O)cc1,-4%[57.1 µM],17%,8%,-1,?,-19%,?,11%
COc1cccc(-c2csc(N3CCN(C(=O)Nc4ccc(F)cc4)CC3)n2)c1,-4%,13µM*,16%,5,-4%,18µM*,27,-3%
c1ccc2c(c1)ncn2CCOCCOCCn1cnc2ccccc21,0%,-2%,3%,1,1%,-7%,?,4%
COC(=O)c1ccc2c(c1)S(=O)(=O)NC(=NCc1ccco1)S2,4%,-4%,-1%,2,7%,0%,-20,13%

# Next part.
SMILES,EPAC2 antagonist,FUS yeast rescue,EPAC2 agonist,D3 ag,aSyn rescue,TDP43 rescue,DRD3 antagonist,Abeta rescue
O=C(COc1ccccc1Cl)Nc1cc(Cl)ccc1O,-2%,-23%,-1%,3,0%,14%,31,-2%
N#Cc1ccsc1NC(=O)CSc1ncn[nH]1,11%,26%,8%,-5,-1%,-23%,-24,-8%
OC[C@@H]1CN(Cc2ccccc2)C[C@H](n2cnc3c(NCc4ccc(F)cc4)ncnc32)O1,-29%,1%,-5%,-1,-1%,15%,9,-6%
CC1(C)OC1(C#N)c1ccccc1 (stereo not given),0%,-17%,10%,3,-5%,-16%,-11,2%
CCC(C)NC(=O)c1ccc2c(c1)N(Cc1ccccc1)C(=O)c1ccccc1S2(=O)=O (stereo not given),.,31%,.,2,.,26%,.,-6%
O=C(c1ccc(=O)oc1)N1CCC(C(O)(c2ccccc2)c2ccccc2)CC1,1%,10%,2%,5,6%,0%,9,16%
COc1ccc(-c2[nH]ncc2-c2ccc3c(c2)OCCO3)c(O)c1,-4%,-1%,13%,1,0%,?,40,0%
CC(=O)c1ccc(NC(=O)c2cc(-c3ccc4c(c3)OCO4)on2)cc1,.,-4%,.,-4,.,10%,.,-11%
N#Cc1c(Nc2cccc(F)c2)sc(C(=O)c2ccc(Cl)cc2)c1N,.,-3%,.,-6,-10%,7%,.,-16%
C[C@@H]1C(c2ccc(F)cc2)=NN(c2ccc(Br)cc2)[C@H]1C(=O)N1CCOC1=O,-8%,23%,8%,9,22µM*,?,44,?
Cc1sc2c(c1C)c(=O)n(-c1ccccc1)c(=O)n2CC(=O)NCC1CCCO1 (stereo not given),11%,-6%,3%,0,3%,11%,-4,16%
CN1CCN(c2nc(N3CCN(CCO)CC3)nc3ccccc23)CC1,9%,-10%,-1%,3,3%,12%,19,9%
CC1=C(C(=O)Nc2ccccc2C(=O)NC2CCC(C)CC2)SCCO1 (stereo not given),3%,6%,8%,-2,-9%,-4%,-16,-6%
